Screens from PubChem.
Gal4-VP16 FLuc – counter-screen for ROR gamma inhibitors: Gal4-VP16 reporter | AID 2546 | actives 3.5% (n = 310,000) | Potency, µM (top dose mostly 53.6 µM), inactives show at the top dose activity, negative = inhibition, actives largely listed as inhibitors | Drosophila S2 Gal4-VP16 UAS-luciferase, luminescence, 20 h;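 note: Gal4-VP16 expression switched on by copper sulfate through the metallothionein promoter; % is set by controls: 0 for no effect and ±100 for the full control effect; nearly all actives have a fitted effect of over 50% in size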
p53 reactivator – re-activators of mutant p53; Potency, µM (doses to about 92.2 µM), without a hit: at the top dose activity change, positive = activation, actives largely listed as activators; AID 504706; H1299 p53-A138V BP100-luciferase reporter, luminescence, 24 h; actives 0.063% (n = 320,000); note: % of control where 0% means no effect; nearly all actives have a fitted effect of over 45% in size
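H1299 (p53-null), stable ts p53-A138V + BP100-Luc; 1000 cells/well, Opti-MEM/10% FBS; cpd 4 pt, 1:5; 24 h, 37 deg C, 5% CO2; detection reagent 10 min RT; luminescence.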
RORgamma inh – blocks mouse ROR gamma transcriptional activity | P51450 | Drosophila S2 Gal4-RORgamma UAS-luciferase reporter, 20 h | Potency, µM (highest dose often 53.6 µM), inactives show at the top dose activity change, negative = inhibition, actives largely listed as inhibitors | actives 5.4% (n = 310,000); note: % is set by controls: 0 for no effect and ±100 for the full control effect; nearly all actives have a fitted effect of over 60% in size
Target sequence (P51450 whole entry, looked up, the tested form may be a part): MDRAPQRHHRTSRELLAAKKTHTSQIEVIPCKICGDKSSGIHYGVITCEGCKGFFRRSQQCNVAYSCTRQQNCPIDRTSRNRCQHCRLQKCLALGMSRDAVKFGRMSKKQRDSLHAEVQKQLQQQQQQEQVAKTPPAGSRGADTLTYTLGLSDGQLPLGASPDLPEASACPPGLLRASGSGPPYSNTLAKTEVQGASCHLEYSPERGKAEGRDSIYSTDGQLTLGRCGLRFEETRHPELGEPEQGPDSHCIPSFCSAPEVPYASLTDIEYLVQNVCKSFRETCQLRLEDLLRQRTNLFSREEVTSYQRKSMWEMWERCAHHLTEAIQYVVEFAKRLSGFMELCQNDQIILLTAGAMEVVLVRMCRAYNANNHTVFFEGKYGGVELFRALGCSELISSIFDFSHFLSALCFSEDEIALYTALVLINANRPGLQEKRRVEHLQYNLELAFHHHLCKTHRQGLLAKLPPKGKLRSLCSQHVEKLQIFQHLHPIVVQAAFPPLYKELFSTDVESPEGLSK
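Luciferase reporter read in Schneider cells carrying Gal4-RORγ (mouse) and UAS-Photinus luciferase; cells given compound 1 h before 700 uM copper sulfate induction, then incubated 20 h at ambient temperature.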
BRCA1 expr up – activators of BRCA1 expression | MCF7-BRCA1-FFLuc reporter, luminescence, 48 h; response scale: scaled: vehicle 0%, 10 µM genistein 100% | Potency, µM (series often up to 46.1 µM), without a hit: top-dose activation, actives largely listed as activators | actives 1.1% (n = 380,000); note: nearly all actives have a fitted effect of over 80% in size; some results filed as inactive show a strong effect at the top dose
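48 h compound treatment of MCF7-BRCA1-FFLuc cells (phenol-red free MEM, 37 °C), then 15 min with luciferase substrate and luminescence imaging.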
Rab9 promoter act – Rab9 promoter activation; Huh7 Rab9 promoter-luciferase reporter, luminescence, 24 h; Potency, µM (doses to about 9.22 µM), for the others: top-dose activation, negative = inhibition, hits mostly activators; actives 2.8% (n = 320,000); AID 485297; note: % of control where 0% means no effect; nearly all actives have a fitted effect of over 60% in size
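Huh7 reporter line, Rab9 promoter upstream of luciferase. Compound exposure 24 h at 37 °C in reduced-serum medium with 10% FBS. Read-out: luminescence.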
FLuc modulator – counter-screen for miR-21 project: firefly luciferase inhibitors or activators. P08659. purified FLuc, Km substrates, luminescence inhibition. Potency, µM (titrated, usually from 57.5 µM), for the others: at the top dose activity change, negative = inhibition, hits mostly inhibitors. actives 6.9% (n = 360,000);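 note: plate controls were vehicle for no effect and reference inhibitor for full effect; nearly all actives have a fitted effect of over 55% in size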
Target sequence (P08659 whole entry, looked up): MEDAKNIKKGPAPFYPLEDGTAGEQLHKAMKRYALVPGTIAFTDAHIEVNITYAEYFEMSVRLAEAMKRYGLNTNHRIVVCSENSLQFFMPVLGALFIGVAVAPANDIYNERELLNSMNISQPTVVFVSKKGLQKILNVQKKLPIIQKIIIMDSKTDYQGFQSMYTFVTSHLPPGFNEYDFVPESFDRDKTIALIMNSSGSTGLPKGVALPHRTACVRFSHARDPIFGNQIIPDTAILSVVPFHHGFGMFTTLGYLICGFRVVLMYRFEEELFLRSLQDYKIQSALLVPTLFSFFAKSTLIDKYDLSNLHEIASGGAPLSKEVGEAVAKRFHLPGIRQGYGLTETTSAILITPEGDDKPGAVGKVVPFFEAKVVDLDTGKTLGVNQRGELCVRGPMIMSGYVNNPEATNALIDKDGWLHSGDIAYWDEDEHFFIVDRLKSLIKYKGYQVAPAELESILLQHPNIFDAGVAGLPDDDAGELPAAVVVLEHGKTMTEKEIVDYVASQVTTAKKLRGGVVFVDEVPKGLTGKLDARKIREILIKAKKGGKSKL
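Biochemical qHTS of compounds, final roughly 60 µM downward over six points, against 10 nM purified firefly luciferase using Km concentrations of substrates (10 uM D-luciferin, 10 uM ATP) in Tris acetate pH 7.5 buffer; luminescence output.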
NPC1 promoter act – activates the NPC1 promoter; Potency, µM (series often up to 9.22 µM), without a hit: at the highest dose activation, actives largely listed as activators; Huh7 NPC1 promoter luciferase reporter, 24 h; actives 2.4% (n = 320,000);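 note: % of control where 0% means no effect; nearly all actives have a fitted effect of over 60% in size; reporter is driven by a mutant NPC1 promoter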
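Compounds in DMSO were transferred onto Huh7 NPC1-luciferase reporter cells pre-incubated 2 h; after 24 h at 37 °C, Amplite reagent was dispensed and luminescence recorded 10 min later.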
MBNL1 CUG block – inhibitors of human MBNL1 binding to CUG repeat RNA. TR-FRET MBNL1-His/biotin-(CUG)12 binding, 665/545 ratio. Q9NR56. actives 0.036% (n = 280,000). Potency, µM (top dose mostly 57.5 µM), for inactives: top-dose activity change, negative = inhibition, most hits filed as inhibitors. AID 2675; active = well fitted inhibition curve with a large enough effect in the signal ratio, with a control signal flat, not every such curve was filed as active; inconclusive = small, poorly fitted or top-dose-only effect, or effect the other way, or a change in a side signal; inactive = no such curve, though single readings can be large or run the other way; the % refers to the signal ratio; note: % is set by controls: 0 for no effect and ±100 for the full control effect
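Compounds (final 92 nM to 58 uM) are added to His-tagged MBNL1 and biotin-(CUG)12, then terbium anti-His antibody and streptavidin-XL665 (5 nM final). After 60 min at room temperature, the 665/545 nm ratio is read.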
uPA surface inh – cell surface uPA generation inhibition | Potency, µM (doses to about 38.3 µM), without a hit: top-dose activity change, negative = inhibition, hits mostly inhibitors | cell surface uPA generation assay, qHTS | AID 540303 | actives 0.31% (n = 330,000); active = well fitted inhibition curve with a large enough effect; inconclusive = small, poorly fitted or top-dose-only effect; inactive = no such curve, though single readings can be large or run the other way; tested in mouse RAW 264.7 cells; note: % is set by controls: 0 for no effect and ±100 for the full control effect; nearly all actives have a fitted effect of over 55% in size
ELG1 genotoxic – inducers of genotoxicity in HEK293T ELG1-luciferase cells | HEK293T ELG1-luciferase reporter, luminescence, 16 h | Potency, µM (titrated, usually from 46 µM), inactives show top-dose activity change, positive = activation, hits mostly activators | actives 1.3% (n = 330,000); note: % of control where 0% means no effect; nearly all actives have a fitted effect of over 60% in size
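After overnight (16 hr) compound treatment at 37 °C, ELG1-luciferase HEK293T cells were lysed with ONE-Glo; luminescence quantified 30 min later at room temperature.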
* hit, by the source's call; u = inconclusive; x = no result given; & = joins results of further samples; [ ] = remark or other dose. Unless noted, calls come from the whole dose curve; as a rule, active = well fitted curve in the direction sought with a large enough effect; inconclusive = small, poorly fitted or top-dose-only effect, or another doubt; inactive = no such curve, though single readings can be large; an effect the other way counts as inactive or inconclusive. Potency is the fitted concentration of half-maximal effect.

Abbreviations – A = Gal4-VP16 FLuc; B = p53 reactivator; C = RORgamma inh; D = BRCA1 expr up; E = Rab9 promoter act; F = FLuc modulator; G = NPC1 promoter act; H = MBNL1 CUG block; I = uPA surface inh; J = ELG1 genotoxic
Cc1ccc(CNC(=O)C2CCC(=O)N(CCc3cccc(F)c3)C2)cc1 (stereo not drawn)
  A = 4% | B = -1% | C = 15% | D = -2% | E = 3% | F = 3% | G = 2% | H = 1% | I = -4% | J = -4%
CCOC(=O)CSc1nc(-c2ccccc2)cc(C(F)(F)F)n1
  A = 8% | B = -4% | C = 9% | D = -15% | E = -1% | F = -11% | G = 1% | H = 10% | I = 1% | J = -2%
Cc1ccc2[nH]c(=O)c(CN(C(=O)c3cccs3)c3ccccc3)cc2c1
  A = 0% | B = 0% | C = 37% | D = -35% | E = -3% | F = 7% | G = 1% | H = 2% | I = -1% | J = -2%
Cn1c(=O)c2c(O)c([N+](=O)[O-])c(=O)n(C)c2n(C)c1=O
  A = -7% | B = 1% | C = -1% | D = 0% | E = -1% | F = -1% | G = 2% | H = 11% | I = 1% | J = -1%
O=C(NCC1CCCN1S(=O)(=O)c1cccs1)c1cccc([N+](=O)[O-])c1 (stereo not drawn)
  A = x | B = -1% | C = x | D = -6% | E = 2% | F = -1% | G = -1% | H = x | I = -3% | J = -3%
Cn1c(CNC(=O)c2ccc(Cl)cc2)nnc1SCC(=O)NC1CCCC1
  A = -7% | B = 3% | C = 23% | D = -6% | E = -3% | F = 4% | G = -6% | H = -1% | I = 2% | J = -1%
Nc1nc(SCC(=O)N2CCCC2)[nH]c(=O)c1-c1ccccc1
  A = -2% | B = 6% | C = -2% | D = 4% | E = -1% | F = 1% | G = 0% | H = 3% | I = 9% | J = -1%
Nc1nc2nc[nH]c2c(=O)[nH]1
  A = x | B = 2% | C = x | D = 8% | E = -6% | F = -1% | G = 1% | H = x | I = 0% | J = -5%
Cc1ccc(NC(=O)c2ccccc2)s1
  A = x | B = 20% | C = u | D = u | E = 0.63µM* | F = 2.7µM* | G = 0.71µM* | H = 0% | I = -9% | J = u
COc1ccc(N=C2C(=Nc3ccc(OC)cc3)N(c3ccc(N(C)C)cc3)C(=S)N2c2ccc(OC)cc2)cc1
  A = 10% | B = 7% | C = 1% | D = -40% | E = -3% | F = 1% | G = -2% | H = 2% | I = u | J = 10%
COc1ccc(-c2nn(-c3ccccc3)cc2N)cc1
  A = -3% | B = u | C = 6% | D = 3.2µM* | E = 2.8µM* | F = 11µM* | G = 3.5µM* | H = 8% | I = -4% | J = u
O=C(Cn1cnc2ccccc2c1=O)NC1CCS(=O)(=O)C1 (stereo not drawn)
  A = x | B = -4% | C = x | D = -3% | E = 2% | F = 1% | G = -3% | H = x | I = 7% | J = 3%
Cc1nc2nc(SCC(=O)N3CCOCC3)nn2c(C)c1Cc1c(F)cccc1Cl
  A = x | B = 22% | C = -6%[0.365 µM] | D = 23% | E = 1% | F = -10% | G = 1% | H = 2% | I = 0% | J = 11%
CN1C(=O)/C(=C2\SC(N)=NC2=O)c2ccccc21
  A = -3% | B = -4% | C = 8% | D = -77% | E = -3% | F = 2% | G = -4% | H = u | I = -5% | J = 7%
Cc1cc(N2CCN(c3ccccc3)CC2)nc2ccccc12
  A = -2% | B = x | C = 2% | D = -9% | E = 14% | F = 15µM* | G = 11% | H = 10% | I = 4% | J = 4%
Cc1c(C(=O)O)sc(S(=O)(=O)N2CCN(C(=O)Cc3ccccc3)CC2)c1C(=O)O
  A = x | B = 3% | C = x | D = 12% | E = -2% | F = -1% | G = 2% | H = x | I = 0% | J = 3%
CCN(CC(=O)Nc1c(F)cccc1F)C(=O)c1cccc(S(=O)(=O)N2CCCCCC2)c1
  A = x | B = -19% | C = x | D = -5% | E = -8% | F = 5% | G = -4% | H = x | I = -8% | J = -5%
CC(C)C(=O)Nc1nnc(S(=O)(=O)N2CCc3ccccc32)s1
  A = 5% | B = x | C = -8% | D = 22% | E = -5% | F = -1%&0% | G = -1% | H = -4% | I = 8% | J = 5%
COc1ccc(NC(=O)CSc2nc3sc(C)cc3c(=O)n2C)cc1
  A = -4% | B = 0% | C = -33% | D = -26% | E = 2% | F = 4% | G = 2% | H = -2% | I = 4% | J = 11%
CCOC(=O)CSc1nc2cc(C(F)(F)F)cnc2n1C
  A = -5% | B = 1% | C = 12% | D = 4% | E = 0% | F = 0% | G = 1% | H = x | I = 18% | J = -1%
NC1=NC(=O)CC(C(=O)NCCc2ccccc2)S1 (stereo not drawn)
  A = -5% | B = -2% | C = -10% | D = 1% | E = u | F = 3% | G = -1% | H = -8% | I = 0% | J = 2%
CCS(=O)(=O)Nc1cccc(C2=NN(S(C)(=O)=O)C(c3ccccc3)C2)c1 (stereo not drawn)
  A = -12% | B = -1% | C = -1% | D = 2% | E = 13% | F = -5% | G = 2% | H = 7% | I = -1% | J = 1%
O=C(c1ccc2ccccc2c1)N1CCN(S(=O)(=O)/C=C/c2ccccc2)CC1
  A = -4% | B = u | C = 22% | D = -45% | E = 0% | F = -7% | G = -1% | H = -7% | I = -2% | J = -9%
O=C(O)c1cncc(C#Cc2ccccc2)c1
  A = -1% | B = 12% | C = -4% | D = 72% | E = 15% | F = u | G = 2% | H = -5% | I = 1% | J = -2%
O=C(CCCCC(=O)NNC(=O)COc1ccccc1)NNC(=O)COc1ccccc1
  A = -5% | B = 0% | C = -11% | D = 15% | E = -1% | F = 1% | G = 0% | H = -2% | I = 1% | J = 6%
O=C(Cc1ccc([N+](=O)[O-])cc1)N/N=C/c1ccccc1F
  A = 2% | B = -53%[inhibitor] | C = 17% | D = 4% | E = 6% | F = -2% | G = -4% | H = 12% | I = 3% | J = -7%
Cc1ccc(C(=O)Cc2nnc(C)s2)cc1
  A = u | B = u | C = u | D = 72% | E = 2.8µM* | F = 9.5µM* | G = u | H = 5%[11.5 µM] | I = 5% | J = u
COc1ccc(NC(=O)CN(C)C(=O)c2cc3c(cc2Cl)N2CCCCCC2=NS3(=O)=O)cc1
  A = x | B = 2% | C = x | D = 23% | E = 2% | F = -17% | G = 0% | H = x | I = 4% | J = 0%
Cc1ccc(NC(=O)CSc2nc3ccccc3c(=O)n2CCCC(=O)N2CCCC2)cc1
  A = -3% | B = -12% | C = 4% | D = 4%[1.84 µM] | E = -7% | F = -1% | G = -17% | H = -2% | I = 0% | J = -2%
CCOC(=O)c1c(-c2ccc(-c3ccccc3)cc2)csc1NC(=O)C1C2CCC(O2)C1C(=O)O (stereo not drawn)
  A = -16% | B = 4% | C = u | D = -27% | E = 2% | F = -1% | G = -3% | H = 8% | I = -4% | J = -18%

Part of the list above, tab-delimited:
compound	Gal4-VP16 FLuc	p53 reactivator	RORgamma inh	BRCA1 expr up	Rab9 promoter act	FLuc modulator	NPC1 promoter act	MBNL1 CUG block	uPA surface inh	ELG1 genotoxic
O=C(c1ccc2ccccc2c1)N1CCN(S(=O)(=O)/C=C/c2ccccc2)CC1	-4%	u	22%	-45%	0%	-7%	-1%	-7%	-2%	-9%
O=C(O)c1cncc(C#Cc2ccccc2)c1	-1%	12%	-4%	72%	15%	u	2%	-5%	1%	-2%

(list continues)
Abbreviations – A = Gal4-VP16 FLuc; B = p53 reactivator; C = RORgamma inh; D = BRCA1 expr up; E = Rab9 promoter act; F = FLuc modulator; G = NPC1 promoter act; H = MBNL1 CUG block; I = uPA surface inh; J = ELG1 genotoxic
Cc1ccc(NC(=O)CN2C(=O)NC3(CCc4ccccc43)C2=O)cc1 (stereo not drawn)
  A = -5% | B = -3% | C = 15% | D = 0% | E = -1% | F = -8% | G = 0% | H = -7% | I = -1% | J = 1%
O=c1c(-c2n[nH]c(=S)o2)cccn1Cc1ccccc1
  A = 8% | B = -2% | C = -13% | D = 2% | E = -5% | F = u | G = 1% | H = 44%[activator] | I = 3% | J = 1%
CC(NC(=O)COC(=O)C12CC3CC(CC(O)(C3)C1)C2)c1ccccc1 (stereo not drawn)
  A = x | B = 0% | C = x | D = 27% | E = x | F = x | G = x | H = x | I = -5% | J = 2%
O=C(Cn1cnc2ccccc2c1=O)NCCC(=O)Nc1ccc2c(c1)OCCO2
  A = 0% | B = 8% | C = 6% | D = -13% | E = -9% | F = -1% | G = 11% | H = -2% | I = 6% | J = 2%
COc1cc(C(CC(=O)N2CCCC2)c2c(OC)cc(OC)c3c(-c4ccccc4)cc(=O)oc23)cc(OC)c1OC (stereo not drawn)
  A = -30%&-12% | B = -6% | C = u | D = -2% | E = -5% | F = 2% | G = -5% | H = u | I = 1% | J = -6%
Cc1ccc(C)c(CSCC(=O)NCc2cccs2)c1
  A = 1% | B = -4% | C = 13% | D = -11% | E = -5% | F = -3% | G = -7% | H = -4% | I = -4% | J = -3%
Cn1cc(CCC(=O)N2CCCC(C(=O)c3cccc4ccccc34)C2)cn1 (stereo not drawn)
  A = -22% | B = 2% | C = 36% | D = 78% | E = 6% | F = -19% | G = 2% | H = u | I = 0% | J = 2%
CCC(Sc1nc2n[nH]c(C)c2c(=N)n1-c1cccc(Cl)c1)C(=O)NCCOC (stereo not drawn)
  A = -10% | B = 0% | C = 4% | D = -63% | E = -8% | F = 22% | G = -1% | H = -9% | I = 2% | J = 3%

BRCA1 expr up: hit marks shown above
Structure	p53 reactivator	RORgamma inh	BRCA1 expr up	Rab9 promoter act	NPC1 promoter act	MBNL1 CUG block	uPA surface inh
COc1ccc(-c2nn(-c3ccccc3)cc2N)cc1	u	6%	3.2µM*	2.8µM*	3.5µM*	8%	-4%
